Mtb FBA inh – inhibits M. tuberculosis FBA enzyme; hit rate 2.3% among 360,000; inhibition, % at 1 µM; P9WQA3; purified M. tuberculosis FBA, fluorescence read-out; in the data active means inhibition above about 27%;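 further: 0% = vehicle and 100% = reference inhibitor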
Anthrax LF prot – inhibitors of Bacillus anthracis lethal factor protease; P15917; multiplex microsphere protease cleavage assay, LF; inhibition, % at 10 µM; hit rate 0.12% among 360,000; further: plate controls were buffer without enzyme for full effect and enzyme alone for no effect
Target sequence (P15917 whole entry, looked up): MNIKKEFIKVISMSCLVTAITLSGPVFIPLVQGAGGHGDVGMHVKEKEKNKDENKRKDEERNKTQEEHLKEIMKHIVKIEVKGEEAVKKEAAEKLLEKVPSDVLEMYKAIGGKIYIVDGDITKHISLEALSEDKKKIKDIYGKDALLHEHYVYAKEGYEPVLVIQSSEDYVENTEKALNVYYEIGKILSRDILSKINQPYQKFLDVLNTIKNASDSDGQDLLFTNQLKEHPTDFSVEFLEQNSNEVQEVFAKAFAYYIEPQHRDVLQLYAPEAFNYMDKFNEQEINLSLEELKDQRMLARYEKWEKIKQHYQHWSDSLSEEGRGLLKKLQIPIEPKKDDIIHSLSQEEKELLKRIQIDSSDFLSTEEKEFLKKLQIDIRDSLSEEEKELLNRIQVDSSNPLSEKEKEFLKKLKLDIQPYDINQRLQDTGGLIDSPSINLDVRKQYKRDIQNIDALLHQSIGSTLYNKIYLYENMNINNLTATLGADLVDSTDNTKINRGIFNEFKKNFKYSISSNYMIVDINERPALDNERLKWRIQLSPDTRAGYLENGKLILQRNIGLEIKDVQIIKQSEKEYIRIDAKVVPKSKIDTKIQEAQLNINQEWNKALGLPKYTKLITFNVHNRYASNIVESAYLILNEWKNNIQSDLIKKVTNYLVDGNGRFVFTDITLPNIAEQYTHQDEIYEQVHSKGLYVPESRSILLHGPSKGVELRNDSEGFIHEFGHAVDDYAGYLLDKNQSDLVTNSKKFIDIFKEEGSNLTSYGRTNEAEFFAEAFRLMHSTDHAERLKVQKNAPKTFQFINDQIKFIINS
BoNT-F LC inh – BoNT F light chain protease inhibition; hit rate 0.22% among 360,000; inhibition, % at 10 µM; AID 588497; Multiplex microsphere protease cleavage assay, flow cytometry; in the data active means inhibition above about 35%, passing the limit was not always enough; inconclusive means no clear call, values can overlap the other calls; further: plate controls were buffer without enzyme for full effect and enzyme alone for no effect
PfHsp40 rescue – compounds rescuing yeast from Plasmodium falciparum HSP40 toxicity; S. cerevisiae expressing PfHsp40, growth rescue, ATP luminescence; growth rescue, % at 12.5 µM; hit rate 0.68% among 340,000; AID 504582; in the data active means growth rescue above about 28%, passing the limit was not always enough; inconclusive means no clear call, values can overlap the other calls;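 further: yeast W303a lacking pdr1 and pdr3 grown in galactose medium; growth measured after three days at 30 °C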
BoNT A protease – inhibitors of Botulinum neurotoxin A light chain protease; multiplex microsphere protease substrate cleavage, flow cytometry; inhibition, % at 10 µM; hit rate 0.17% among 360,000; further: plate controls were buffer without enzyme for full effect and enzyme alone for no effect
FadD28 FP inh – blocks FadD28 binding to the bisubstrate probe; AID 588549; fluorescence polarization; inhibition, % at 12.5 µM; hit rate 0.22% among 360,000; in the data active means inhibition above about 8.5%, passing the limit was not always enough; inconclusive means no clear call, values can overlap the other calls
Mtb UGM inh – blocks M. tuberculosis UGM enzyme; P9WIQ1; purified UGM, fluorescence polarization probe displacement; inhibition, % at 10 µM; hit rate 0.06% among 320,000; in the data active means inhibition above about 10%, passing the limit was not always enough; inconclusive means no clear call, values can overlap the other calls
GDH-TPI counter – GDH-TPI coupled enzyme inhibition counter-screen. inhibition, % at 4.8 µM. GDH-TPI coupled enzyme counterscreen, NADH absorbance. hit rate 1.2% among 360,000. AID 588335; in the data active means inhibition above about 30%;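 further: 0% = DMSO wells and 100% = wells lacking the enzyme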
Mtb BioA inh – inhibitors of Mycobacterium tuberculosis BioA enzyme; AID 602481; purified M. tuberculosis BioA enzyme, plate reader; hit rate 0.096% among 360,000; inhibition, % at 9.99 µM; in the data active means inhibition above about 40%; inconclusive means no clear call, values can overlap the other calls
The depositor's hits bear a star; ? = inconclusive; · = not tested or not shown. Unless noted, no stated cut-off is given here; in the data, active means inhibition above about 30%; inconclusive means no clear call, values can overlap the other calls; inactive means below that.

item	SMILES	Mtb FBA inh	Anthrax LF prot	BoNT-F LC inh	PfHsp40 rescue	BoNT A protease	FadD28 FP inh	Mtb UGM inh	GDH-TPI counter	Mtb BioA inh
1	COc1ccccc1C(=O)Nc1ccc(S(=O)(=O)N2CCOCC2)cc1	2	0	1	-1.2	-0.3	-1.4	-0.3	-2	-1.0
2	CCCn1nc(C(=O)OCC(=O)NC(C)c2ccccc2)c2ccccc2c1=O (configuration not stated)	0	-7	-7	-1.9	-0.1	-2.2	0.6	2	·
3	COc1cc(NC(=O)CN2CCN(S(=O)(=O)/C=C/c3ccccc3)CC2)cc(OC)c1OC	0	-3	0	0.2	0.0	-5.5	-3.0	-6	0.2
4	COc1ccc(N2CCN(c3nc4c(C)cccn4c(=O)c3C=C(C#N)C#N)CC2)cc1	-1	-12	-9	-0.4	-1.6	-4.8	·	7	-1.5
5	CCC(=O)C1CCCN(C(=O)CCc2nnc(-c3ccc(C(C)=O)s3)o2)C1 (configuration not stated)	0	-3	-2	0.9	0.3	1.2	1.7	13	11
6	COC(=O)c1c(C)[nH]c(C)c1-c1ccc([N+](=O)[O-])cc1	0	-4	-7	-0.7	-1.0	-1.1	1.1	8	·
7	O=C(O)c1cccc(S(=O)(=O)Nc2ccc(Cc3ccncc3)cc2)c1	6	4	0	1.1	-0.1	-0.5	5.9	-4	-2.0
8	CC1CCCN(CC(=O)NNC(=O)COc2ccc(Br)cc2)C1 (configuration not stated)	1	3	-3	-0.4	2.1	-1.3	1.2	-5	-0.9
9	CC1=C(C(=O)N(C(C)C)C(C)C)CC(CC(=O)NCc2cccs2)C(=O)N1Cc1ccc(F)cc1 (configuration not stated)	1	-7	-7	·	0.2	-3.1	·	·	1.3
10	COc1ccc(CCNC(=O)COC(=O)c2ccc(F)c(S(=O)(=O)N3CCOCC3)c2)cc1	2	-4	-2	0.5	-0.4	0.7	-0.8	11	-3.2
11	COc1ccc(C2=NN(C(=O)CSc3nccn3C)C(c3ccco3)C2)cc1 (configuration not stated)	1	-8	-2	0.2	-1.4	1.2	-1.3	2	2.7
12	Cc1ccc(-c2nnc(N3CC(C)OC(C)C3)c3ccccc23)cc1 (configuration not stated)	1	-1	-4	1.3	0.3	-0.2	-1.3	1	·
13	COc1ccc(-c2cn3c(n2)CCC3)cc1	19	-1	1	1.8	0.0	-2.0	2.5	-10	-0.6
14	O=c1[nH]c(=S)n(-c2ccccc2F)c(O)c1C=NCCN1CCNCC1	-2	-5	3	-0.5	-1.3	-2.0	-1.6	11	-1.5
15	C=CCCC(=O)N1CCC(n2nccc2NC(=O)c2ccc(OC)cc2)CC1	-2	0	4	0.8	1.8	0.0	-1.6	2	-0.3
16	Cc1cccc(C)c1NC(=S)N(CCc1ccncc1)C(C)C	1	-2	1	-0.1	-0.7	-0.2	0.2	4	·
17	O=C(CSc1ccc2nnc(-c3ccncc3)n2n1)Nc1ccccc1F	2	-2	1	-1.2	0.3	-4.3	-3.3	-19	1.5
18	O=C(Nc1ccc(S(=O)(=O)NCc2ccccc2)cc1)c1ccccc1[N+](=O)[O-]	-2	0	2	0.9	-0.7	-2.2	-3.5	-4	·
19	Cc1cc(N2CCOCC2)ccc1/C=C1/SC(=O)NC1=O	1	1	6	0.2	1.0	-2.0	4.1	22	·
20	Fc1ccc(C2CC(c3ccco3)n3ncnc3N2)cc1 (configuration not stated)	1	-4	-6	-0.8	-0.2	0.3	0.8	3	0.3
21	Cn1c(=O)oc2cc(S(=O)(=O)Nc3ccc(Cl)cc3)ccc21	1	-11	?	-0.2	5.3	-2.0	0.5	-1	-2.0
22	CCOC(=O)c1nc2nc(C)cc(=O)n2[nH]1	2	1	-3	0.3	-0.5	-1.6	-0.4	-3	-1.5
23	O=C(COc1ccc2c(-c3ccccc3)cc(=O)oc2c1)N[C@H](Cc1c[nH]c2ccccc12)C(=O)O	-1	1	0	3.6	-0.2	-2.8	-0.6	6	5.2
24	Cc1ccc2[nH]c(C)c(CCNCc3ccco3)c2c1	-2	·	·	-1.2	·	-2.2	-2.5	-3	-0.6
25	CCCCc1ccc(NC(=S)NCCc2ccc(S(N)(=O)=O)cc2)cc1	6	-3	-6	-1.4	0.2	-0.8	1.4	-5	4.8

Brought forward from above: 2 compounds; new compounds follow.
item	SMILES	Mtb FBA inh	Anthrax LF prot	BoNT-F LC inh	PfHsp40 rescue	BoNT A protease	FadD28 FP inh	Mtb UGM inh	GDH-TPI counter	Mtb BioA inh
24	Cc1ccc2[nH]c(C)c(CCNCc3ccco3)c2c1	-2	·	·	-1.2	·	-2.2	-2.5	-3	-0.6
25	CCCCc1ccc(NC(=S)NCCc2ccc(S(N)(=O)=O)cc2)cc1	6	-3	-6	-1.4	0.2	-0.8	1.4	-5	4.8
26	O=C(NC1CCCCCC1)C1CCN(C(=O)c2ccc(Cl)cc2)CC1	2	-2	-3	1.0	-0.4	-2.5	-0.2	-6	1.2
27	CCOC(=O)c1ccc(N(CC2CO2)S(=O)(=O)c2ccc(C)cc2)cc1 (configuration not stated)	0	-4	-7	0.2	-0.4	-2.0	·	0	-2.4
28	COc1ccc(/C=C/C(=O)OCC(=O)N2CC(=O)Nc3ccccc32)cc1	-1	-5	-12	-0.8	-0.4	-5.9	-2.5	15	0.1
29	O=C(O)CCCC(=O)Nc1cc([N+](=O)[O-])ccc1O	-24	-6	-5	2.2	-0.5	-1.7	-1.1	-3	·
30	CC(=O)c1c(COC(=O)c2cccc(C)c2)nc2ccccc2[n+]1[O-]	2	0	?	0.0	1.6	-1.5	-0.2	31*	·
31	O=C(CN(C(=O)CCC(=O)Nc1ccccn1)c1cccc(F)c1)NCc1ccc(F)cc1	-2	1	-1	1.4	-0.3	·	0.9	4	-1.0
32	COc1cc(NC(=O)Cn2ncc3c2-c2ccccc2OC3)cc(OC)c1OC	-1	-11	2	0.1	-0.4	-3.6	-1.5	4	3.1
33	Cc1cc2nc(SCCOC(=O)Nc3cccc(Cl)c3)nc(C)c2cc1C	-8	1	4	1.2	-0.4	-5.5	-5.2	6	·
34	COc1cc2c(cc1OC)CN(Cc1ccc(F)cc1)CC2	43*	8	9	-0.3	1.4	0.3	-0.8	1	0.0
35	NC(=O)C1CCN(CC(=O)NCc2ccccc2)CC1	2	0	-6	0.2	0.0	-4.4	-1.4	-8	-2.3
36	C=CCSc1nnc(-c2ccc(Cl)cc2Cl)o1	0	-8	-4	1.4	-3.9	-1.7	-0.5	4	0.0
37	COc1ccc(/C=N/NC(=O)Cn2cnc3c2c(=O)n(C)c(=O)n3C)cc1	-1	·	·	0.4	·	-0.5	-0.6	3	-0.5
38	CC(=O)c1ccc(NC(=O)/C(=C\c2ccccc2)NC(=O)c2ccco2)cc1	-1	-1	0	2.1	-0.8	-3.7	1.5	6	6.8
39	O=[N+]([O-])c1ccc(CSc2ccc(S(=O)(=O)N3CCCCCC3)cn2)cc1	-1	-3	1	0.4	-0.3	-3.6	·	-3	-1.8
40	CCN(CC)c1ccc(NC(=O)c2ccc(=O)[nH]c2)cc1S(=O)(=O)Nc1ccc(OC)cc1	1	-1	-11	5.3	-3.6	-7.0	·	9	3.6
41	NS(=O)(=O)c1ccc(CCNC(=O)c2cnccn2)cc1	4	-2	3	0.6	-0.9	0.7	-0.8	-2	0.4
42	Cc1c(OC(C)C(=O)NC2CC(C)(C)NC(C)(C)C2)ccc2c3c(c(=O)oc12)CCC3 (configuration not stated)	20	-5	3	-0.3	0.2	-1.7	0.3	8	-1.1
43	CC1(C)CC(=O)C=C(NCCCNC2CCCCC2)C1	0	-3	-1	-0.2	0.3	-0.9	0.3	11	-2.0
44	COC(=O)c1ccccc1NC(=O)c1ccccc1N(C)S(=O)(=O)c1ccccc1	3	-4	-6	-2.6	-0.4	-2.3	1.7	10	-1.5
45	Cc1ccc(S(=O)(=O)NCC(=O)N2CCC(C)CC2)cc1	-2	-9	-7	2.1	-0.1	-1.9	-0.8	-1	-0.8
46	Cc1cccc(-n2cnc3c(c2=O)c2nc4ccccc4nc2n3Cc2ccco2)c1	16	2	25	1.1	3.1	-4.7	0.7	7	1.1
47	CCOC(=O)Cc1c(C)c2c(C)nn(-c3ccccc3)c2oc1=O	6	-10	2	0.5	-0.6	0.3	0.4	10	-1.0
48	O=C(NCCO)/C(=C\c1ccco1)NC(=O)c1ccco1	2	-6	5	0.2	0.8	-1.2	1.5	7	-0.8
49	Cc1n[nH]c(=O)c2c(NC(=O)CSc3nn(-c4ccccc4)c(=S)s3)oc(C)c12	3	1	-4	-1.1	-1.8	-1.6	1.4	20	·
50	O=C(CCNC(=O)c1ccccc1Cl)NN=Cc1ccccc1[N+](=O)[O-]	0	2	-9	-0.6	-0.6	0.6	-0.3	15	·
51	CCCc1cc(=O)c2ccc(OC/C(C)=N/O)cc2o1	-1	-5	?	-1.5	?	-0.6	-2.4	-1	·
52	CCCc1cnc(N2CCN(C(=O)c3ccc(OC)cc3)CC2)nc1	2	-9	30	2.6	-0.9	-1.5	-1.9	2	0.2
53	c1ccc2sc(SCSc3nc4ccccc4s3)nc2c1	4	3	-3	0.1	-0.4	-3.4	3.7	13	-1.2
54	Cc1ccc(CSC2=NCCN2C(=O)c2ccco2)cc1	-1	2	-4	-1.1	0.5	-1.8	-0.3	7	0.8
55	CN(c1ccccc1)S(=O)(=O)c1cccc(NC(=O)CCNC(=O)c2ccc([N+](=O)[O-])cc2)c1	0	-3	-5	0.8	-0.7	0.8	1.1	6	-1.0
56	COc1ccc(-c2noc([C@@H]3O[C@H](CO)[C@H](O)[C@H](O)[C@H]3O)n2)cc1OC	1	2	8	·	0.0	-1.0	·	6	-0.2
57	Cc1ccc(-c2cc(-c3ccccc3)c(C#N)c(Br)n2)cc1	2	1	-3	-0.5	-0.1	-4.6	0.6	-2	·
58	Cc1ccccc1NC(=S)NC(NC(=O)c1ccco1)C(Cl)(Cl)Cl (configuration not stated)	-2	-1	2	8.2	0.4	-2.4	-2.3	6	2.0
59	Cc1ccc2c(c1)nc(NCCCO)n2C	-1	1	-5	-1.3	-0.2	-0.1	-4.1	8	-1.7
60	C=CCNC(=O)C12CCC(C)(C(=O)[C@H]1Br)C2(C)C (some centres not stated)	1	-6	7	0.6	-0.7	-1.6	0.8	-5	·
61	CSc1cc(-c2ccc(Cl)cc2)[nH]c(=O)c1C#N	13	-1	-2	-0.6	0.4	0.8	0.6	-1	·
62	CCOc1ccc(NC2OC(C)C(O)C(O)C2O)c([N+](=O)[O-])c1 (configuration not stated)	112*	-7	-5	1.9	0.5	0.0	-2.8	7	-15

Assay outcomes (PubChem)
